Bioassay records from PubChem.
OXTR agonist – human OXTR agonism; P30559; CHO-OTR cells, Fluo-8 calcium fluorescence; normalized: DMSO 0%, oxytocin 100%; activation, % at 3 µM; 0.32% of 320,000 active; AID 2435;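 active means activation above the mean of all tested compounds plus 3 SD, cutoff set per screening run, cut at about 20% in these data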;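 further: peak over basal fluorescence ratio from a 100 s FLIPR kinetic read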
CHO-K1 Ca PAM – counter-screen for M1 PAMs: effect in parental CHO-K1 cells; AID 602247; ATP EC20, Fluo-8 calcium fluorescence; 0% at ATP EC20, 100% at ATP max; 0.02% of 360,000 active; activation, % at 3 µM;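 active means activation above the run cutoff, the mean activation of all test compounds plus 3 SD, cut at about 40% in these data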;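 further: peak over basal fluorescence ratio in a 140 s read after ATP addition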
TAAR1 antagonist – human TAAR1 antagonism. Q96RJ0. CHO RD-HGA16 TAAR1, Fluo-8 calcium fluorescence, antagonist. inhibition, % at 3 µM. 1.5% of 360,000 active. AID 624466;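 active means inhibition above a per-plate cutoff, the mean inhibition of test compounds on that plate plus 3 SD, cut at about 49% in these data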;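 further: 0% = DMSO plus EC80 beta-PEA response and 100% = DMSO alone without agonist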
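Assay system: CHO-derived RD-HGA16 cells stably expressing human TAAR1 plus Gα16. Timing: 140 s kinetic read after compound, 140 s after agonist. Technique: kinetic Fluo-8 calcium fluorescence measurement. Measure: % inhibition of agonist calcium response.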
OXTR potentiate – potentiates the human oxytocin receptor response. 0.061% of 320,000 active. CHO-OTR cells, Fluo-8 calcium fluorescence, potentiator mode; 0% = oxytocin EC15, 100% = EC100. activation, % at 3 µM;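 active means activation above that plate's cutoff, the mean activation of tested compounds plus 3 SD, cut at about 6.6% in these data, passing the limit was not always enough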;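 further: 100% uses oxytocin at 75 nM as the full agonist control; some results filed as inactive read as strong as hits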
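Replication – single well per compound, singlicate · Assay system – CHO cell line stably expressing human OTR · Timing – 6 min pre-incubation, 100 s read · Measure – normalized max/min fluorescence ratio, % activation · Doses – 3.0 µM, one dose · Detection – Fluo-8 calcium dye fluorescence · Probe or stimulus – oxytocin near EC15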
V1R ag counter – V1a receptor agonism, counter-screen for OXTR agonists; P37288; CHO-V1R cells, Fluo-8 calcium fluorescence, agonist mode; 0% DMSO, 100% 3 nM vasopressin; activation, % at 3 µM; 0.25% of 320,000 active; AID 2797;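 active means activation above the mean activation of all tested compounds plus 3 SD, per screening run, cut at about 20% in these data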;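 further: signal is peak over basal fluorescence ratio across a 100 second FLIPR read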
Target sequence (P37288 whole entry, looked up): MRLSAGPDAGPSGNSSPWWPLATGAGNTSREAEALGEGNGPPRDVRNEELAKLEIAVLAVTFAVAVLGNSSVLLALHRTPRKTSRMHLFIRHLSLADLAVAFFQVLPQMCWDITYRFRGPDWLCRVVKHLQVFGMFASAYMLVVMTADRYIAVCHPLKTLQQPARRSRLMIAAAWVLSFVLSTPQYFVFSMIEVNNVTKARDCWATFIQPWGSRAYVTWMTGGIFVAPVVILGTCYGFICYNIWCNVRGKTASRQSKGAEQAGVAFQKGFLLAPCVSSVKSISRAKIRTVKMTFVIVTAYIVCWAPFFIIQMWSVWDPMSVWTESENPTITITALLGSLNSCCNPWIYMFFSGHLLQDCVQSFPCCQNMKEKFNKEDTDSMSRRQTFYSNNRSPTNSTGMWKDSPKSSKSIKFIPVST
GPR7 antagonist – antagonists of human GPR7 (neuropeptides B/W receptor 1); P48145; 1.1% of 290,000 active; GPR7-expressing cells, fluorescence antagonist assay; inhibition, % at 4.4 µM; AID 1861; in the data active means inhibition above about 16%, passing the limit was not always enough;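 further: cells stimulated with the agonist NPW; 0% = agonist with vehicle and 100% = vehicle without agonist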
Target sequence (P48145 whole entry, looked up): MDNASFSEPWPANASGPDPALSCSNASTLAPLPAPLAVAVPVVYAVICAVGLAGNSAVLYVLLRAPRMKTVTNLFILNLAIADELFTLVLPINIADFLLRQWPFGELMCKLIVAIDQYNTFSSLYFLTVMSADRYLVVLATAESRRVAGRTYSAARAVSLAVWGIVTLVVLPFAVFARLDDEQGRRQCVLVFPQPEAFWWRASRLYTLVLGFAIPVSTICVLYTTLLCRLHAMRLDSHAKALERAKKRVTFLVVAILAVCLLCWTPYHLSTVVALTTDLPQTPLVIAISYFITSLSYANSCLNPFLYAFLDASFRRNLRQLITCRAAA
CHO parental Ca – signal in parental CHO cells, OX1R antagonist counter-screen. inhibition, % at 5.6 µM. 0.63% of 330,000 active. parental CHO-K1, ATP-induced calcium, Fluo-8 fluorescence. AID 463079;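 active means inhibition above that plate's mean sample inhibition plus 3 SD, cut at about 26% in these data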;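 further: 0% = ATP-challenged DMSO wells and 100% = DMSO wells without ATP; some compounds past the cut are filed as inactive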
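Assay system: parental CHO cells; Read-out basis: percent inhibition of ATP-evoked calcium rise, normalized to controls; Benchmarks: ATP and no-ATP DMSO wells; Compound dosing: single nominal dose of 5.6 µM per compound; Signal: Fluo-8 calcium dye fluorescence; Also added: ATP as calcium-mobilizing challenge; Repeats: singlicate.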
CHO-K1 Ca antag – M1 antagonist counterscreen hit in parental CHO-K1 cells | inhibition, % at 3 µM | ATP-induced calcium, Fluo-8 fluorescence | 0.6% of 360,000 active | AID 602250;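 active means inhibition above a per-plate cutoff, the plate's mean sample inhibition plus 3 SD, cut at about 24% in these data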;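 further: 0% = DMSO plus EC80 ATP and 100% = DMSO alone without ATP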
M1 ag parental – M1 agonist counterscreen hit in parental CHO-K1 cells | Fluo-8 calcium fluorescence; scaled to maximal ATP response, vehicle zero | activation, % at 3 µM | 0.48% of 360,000 active; in the data active means activation above about 15%;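 further: untransfected CHO-K1 host cells lacking M1 receptor as counterscreen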
* hit, by the source's call; . = no result given.

SMILES	OXTR agonist	CHO-K1 Ca PAM	TAAR1 antagonist	OXTR potentiate	V1R ag counter	GPR7 antagonist	CHO parental Ca	CHO-K1 Ca antag	M1 ag parental
NS(=O)(=O)c1ccc(NC(=O)c2cc(-c3cc(Cl)ccc3O)n[nH]2)cc1	.	15.3	4.8	.	.	10.7	.	-4.2	0.7
O=C(O)CCCNC(=O)c1cccc(C(=O)NCCCC(=O)O)n1	1.0	18.5	-0.8	-3.9	-1.1	-9.8	-4.9	-9.2	0.9
O=C(CNC(=O)c1ccc2c(c1)OCCO2)N/N=C/c1ccco1	-0.4	-8.3	-12.2	7.2	0.2	-6.8	-2.2	-1.9	-0.5
COc1ccc(Nc2nc(-c3ccc4c(c3)NC(=O)CO4)cs2)cc1	0.2	-1.0	-11.4	-11.4	2.8	8.0	-6.3	-3.6	0.2
CCC(C)n1c(-c2ccco2)nc2nc3ccccc3nc21 (stereo unspecified)	-0.3	.	.	-1.2	-0.2	-13.7	-4.6	.	.
COc1ccc(NC(=O)C2CCCN(S(=O)(=O)c3cccc4cccnc34)C2)c(OC)c1 (stereo unspecified)	-2.1	11.1	64.5*	-4.5	0.3	-11.6	-22.5	-4.5	3.4
COc1ccc(NS(=O)(=O)c2cc(-c3nnnn3C)ccc2OC)cc1	0.8	13.5	6.8	0.2	1.0	5.3	-6.8	-3.6	0.2
CCOC(=O)C1CCN(Cc2cn[nH]c2-c2ccccc2)CC1	2.4	8.1	18.7	-0.7	0.5	-4.9	-15.5	5.2	0.3
Cc1ccccc1-c1cc2nc(OCC3CCCO3)n(C)c(=O)c2s1 (stereo unspecified)	.	-2.2	-5.7	.	.	.	.	1.4	1.8
COc1cccc(/C=N/NC(=O)c2nc(-c3ccccc3)cc(-c3ccccc3)n2)c1	-0.2	11.0	10.3	-2.1	1.1	-3.4	-15.1	-1.5	1.0
CCN(CC)S(=O)(=O)c1cccc(C(=O)OCC(=O)Nc2ccccc2OC(F)F)c1	0.9	-1.5	12.5	-12.0	4.5	-1.6	-17.1	-0.5	1.3
COC(=O)c1sccc1-n1cccc1C(=O)C(=O)N1CCOCC1	-0.9	21.0	5.2	-10.8	0.4	20.1	-8.2	-12.6	0.7
CC(C)(C)N(Cc1ccccc1)C(=O)CCc1ccccc1	-1.8	-1.1	-21.0	-9.3	-1.4	3.9	-11.5	10.5	-0.9
O=c1sc(Nc2ccccc2)nc2ccccc12	0.0	8.8	-12.6	-12.2	1.3	0.9	5.4	-5.5	1.0
CS(=O)(=O)N1CCc2cc(C(=O)Nc3cccc([N+](=O)[O-])c3)ccc21	2.8	11.9	20.4	-9.2	2.4	10.4	-2.7	-8.1	0.9
CCn1nc(C)cc1C(=O)Sc1ccc(Cl)cc1Cl	-0.3	-2.7	-47.0	0.0	-0.5	-10.5	-14.2	8.8	-0.2
COc1ccc(N(CC(=O)O)S(C)(=O)=O)cc1OC	-0.3	4.0	-0.3	-3.4	0.0	0.6	-9.5	-8.7	1.1
CC(=O)Nc1ccc(NC(=O)C(C)OC(=O)c2c(NC(C)=O)sc(C)c2C)cc1 (stereo unspecified)	-0.6	2.9	-16.3	-3.9	0.3	.	-10.3	10.1	0.1
CN(c1ccccc1C(=O)Nc1ccc(F)c(F)c1)S(C)(=O)=O	-0.2	12.9	10.2	-2.6	0.3	-10.8	-3.7	-2.2	0.4
CCc1nc2n[nH]c(N)c2c2c1CSC(C)(C)C2	-0.9	-3.6	-8.6	-10.6	0.4	-12.9	-2.3	2.5	0.1

Reprinted from the part before: two compounds, followed by the next part.
Values run as follows: OXTR agonist, CHO-K1 Ca PAM, TAAR1 antagonist, OXTR potentiate, V1R ag counter, GPR7 antagonist, CHO parental Ca, CHO-K1 Ca antag, M1 ag parental
CN(c1ccccc1C(=O)Nc1ccc(F)c(F)c1)S(C)(=O)=O
    -0.2, 12.9, 10.2, -2.6, 0.3, -10.8, -3.7, -2.2, 0.4
CCc1nc2n[nH]c(N)c2c2c1CSC(C)(C)C2
    -0.9, -3.6, -8.6, -10.6, 0.4, -12.9, -2.3, 2.5, 0.1
CCOC(=O)C1CCCN(C(=O)c2ccc(OCC)cc2)C1 (stereo unspecified)
    -0.8, -1.1, 6.8, -1.1, 0.8, 3.6, -1.4, -4.4, 1.4
CC1CN(CC(O)COCc2ccc3c(c2)OCO3)CC(C)O1 (stereo unspecified)
    1.4, 26.1, -3.9, -1.7, 1.2, -12.1, -1.3, -12.6, 0.3
COc1ccc(C(=O)Nc2sc(C)c(C)c2CN2CCOCC2)cc1
    -1.8, 10.8, -12.6, 1.9, 0.1, 14.1, -18.1, -9.5, 0.2
Cc1c(Cl)c(C(=O)NNC(=S)Nc2ccccc2)nn1C
    0.3, 12.5, 6.5, -0.8, 0.1, -9.0, -2.0, -3.6, -0.2
C[C@@H]1COC(=O)[C@@H](CC(=O)OC(C)(C)C)C/C=C\C[C@@H](CC(=O)NCCO)C(=O)N1
    -0.2, 5.7, -13.7, -3.6, 0.6, ., 2.5, -1.1, -0.7
CCOC(=O)C(=O)N=Nc1c(O)[nH]c2ccccc12
    0.1, 14.6, 3.3, -5.7, 0.6, -2.8, 1.6, -6.6, 3.0
CC(=O)NCCNC(=O)C1Cc2c(-c3ccc4c(c3)OCO4)ccnc2O1 (stereo unspecified)
    ., 4.2, -6.2, ., ., ., ., -14.8, -0.2
COc1ccc(C(=O)Nc2nc(C)cc(C)n2)cc1
    1.3, 15.6, 11.5, -4.8, 0.1, -7.1, -2.7, -11.0, 0.3
O=C(CCn1c(=O)c2cccn2c2ccc(F)cc21)NCc1cccc(F)c1
    0.1, 12.4, 1.0, -7.4, 4.1, -11.8, -23.5, -7.7, 2.3
Cn1c2c(c(=O)n(C)c1=O)C(C(F)(F)F)(C(F)(F)F)N=C(c1ccccc1Cl)N2
    5.6, 1.0, -13.6, -8.6, 5.0, -10.8, -3.7, 5.0, 3.2
O=C(Nc1ccc(S(=O)(=O)N2CCCc3ccccc32)cc1)C1CCCO1 (stereo unspecified)
    2.7, 7.1, ., -5.1, 2.7, -4.6, -9.9, -19.4, 3.4
COC(=O)c1c(NC(=O)c2ccc(C(=O)c3ccccc3)cc2)sc2c1CC(C)(C)NC2(C)C
    ., 0.9, -10.4, ., ., ., ., -4.5, 0.4
COc1ccc(-c2cc(C(=O)O)nc3ccc4ccccc4c23)cc1OC
    0.8, 11.0, -11.5, -2.5, 0.3, -10.0, 3.1, -8.1, 0.4
O=C(CCCn1ncn2c(cc3occc32)c1=O)NCc1cccc(Cl)c1
    -0.7, 14.2, 11.8, -3.9, 1.0, 0.4, -19.1, -10.6, 0.5
CN(C)S(=O)(=O)c1cccc(C(=O)OCC(=O)c2ccc3c(c2)NC(=O)CO3)c1
    11.9, -7.6, 65.6*, -11.7, 10.2, -6.2, -3.7, -17.1, 12.9
Oc1[nH]c(N=C2N=c3ccccc3=N2)c2ccccc12
    -2.3, -3.1, -13.1, -9.9, -0.8, -0.4, -0.7, -9.9, 0.9
CN(C)CCCNC(=O)/C(=C\c1ccc(-c2ccc(Br)cc2)o1)NC(=O)c1ccccc1
    0.6, -6.5, -8.9, -0.6, 1.8, 11.9, -16.6, 8.5, -0.7
Cc1ccc(S(=O)(=O)NCc2ccc(C(=O)NCc3cccnc3)cc2)cc1
    -0.4, ., ., -4.4, 0.2, 22.7*, -14.1, ., .
COc1ccc(-c2cc(C(=O)N3CCN(c4ccccc4OC)CC3)no2)cc1
    -0.2, 0.6, -7.8, -4.0, 0.8, -14.3, -23.1, -7.1, 0.3
Cc1cccc(C)c1OCC(=O)NNC(=O)CNC(=O)c1ccc(OC(F)F)cc1
    -0.3, 10.0, -24.5, -3.7, 0.5, ., -10.7, -17.9, 1.0
Cc1cc(C)nc(Nc2ncc(O)n2-c2ccc(Br)cc2)n1
    -0.5, 19.7, 6.9, -4.5, -0.6, -7.6, -4.3, -5.6, 4.9
O=[N+]([O-])c1ccc(Sc2nccn2Cc2ccccc2)c([N+](=O)[O-])c1
    -2.0, -2.1, -18.1, 5.7, -1.5, -7.2, -15.0, 1.9, -0.5
COc1ccc(CCNC(=O)CCS(=O)(=O)Cc2ccccc2C)cc1OC
    -0.2, 10.5, 3.5, -4.6, 0.6, -0.9, -16.9, -16.1, 0.8
Cc1cc(C)c[n+](C2=C([O-])c3ccccc3C(=O)/C2=N\S(=O)(=O)c2cccs2)c1
    -0.2, 18.1, -4.9, -5.3, 0.2, -2.6, 3.1, 1.7, -0.2
O=C(CCN1N=C(c2ccccc2)CCC1=O)NC1CCCCC1
    ., 14.7, -15.7, ., ., ., ., -8.5, -0.7
CCCCN1C(=O)C(=O)N(CC(=O)c2ccc3c(c2)CCCC3)C1=O
    -1.1, 14.7, 6.3, -7.0, 1.2, ., -23.6, 11.8, -0.4
Cc1nn(-c2ccccc2)c(Cl)c1C(=O)NCc1ccccc1F
    -0.9, 3.2, -2.2, -3.2, -1.2, 8.8, -0.7, 13.1, -0.7
O=C(c1ccccc1Cc1ccccc1)N1CCN(S(=O)(=O)c2ccccc2F)CC1
    -1.0, 10.2, 30.8, -8.0, 1.5, ., -11.8, -12.6, 4.6
CN1OC[C@@H]2CN(Cc3cc(Cl)cc(Cl)c3)[C@H](c3cccc(Br)c3)C[C@@H]21
    ., -5.0, -4.9, ., ., ., ., -4.0, 0.1
CCc1cccc(N(C(=O)c2csnn2)C(C(=O)NC2CCCC2)c2cccnc2)c1 (stereo unspecified)
    1.3, -22.6, 3.2, -4.3, 0.9, -1.9, -14.3, -1.6, 1.3
CCOc1ccccc1N(C)C(=O)c1sc2ncn(CC(=O)N3CCCCC3C)c(=O)c2c1C (stereo unspecified)
    1.0, -6.8, -17.5, -9.1, 4.5, -3.3, -3.1, -9.8, 3.2
COc1ccccc1OCc1ccc(C(=O)NCCN(C)C)o1
    -0.3, 23.6, 1.8, -4.0, 1.1, -15.8, -1.7, -7.9, 1.0
